# KB-V1 cytotox = kills drug-selected multidrug resistant KB-V1 cells; KB-V1 MDR cells viability, CellTiter-Glo, 72 h; Potency, µM (series often up to 46.1 µM), without a hit: at the top dose activity change, negative = cytotoxicity, most hits filed as cytotoxic; actives 3.4% (n = 400,000); AID 1347076; further: potency means the concentration at half of the fitted maximal effect; on the % scale 0 is the no-effect control and ±100 the full control effect; nearly all actives have a fitted effect of over 60% in size
#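 Compound-treated KB-V1 multidrug-resistant cells, 72 h, 37 degrees C; viability by CellTiter-Glo. Fitted qHTS curves give the values.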
# DRD3 antagonist = D3 dopamine receptor (human) antagonism. D3R cells, DiscoveRx beta-arrestin luminescence, antagonist mode; stronger effect = lower value. max response, negative = inhibition, %. actives 2.5% (n = 360,000); in the data active means max response below about -50%; inconclusive means no clear call, values can overlap the other calls; further: on the % scale 0 is the no-effect control and ±100 the full control effect; mostly tested at two doses, the higher about 12 µM
#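 Cells expressing the human receptor were seeded at 1500 cells/well, incubated overnight at 37 degrees C in 5% CO2, then exposed to library compounds with dopamine controls for 90 minutes at 37 degrees C before luminescent detection.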
# GLP1R inv ag = acts as inverse agonist at human GLP-1 receptor; actives 1.6% (n = 410,000); AID 624417; HEK293 GLP-1R CRE-luciferase, luminescence, 24 h; GLP-1R form is constitutively active; Potency, µM (titrated, usually from 38.3 µM), for inactives: top-dose activity change, negative = inhibition, hits mostly inhibitors; P43220; further: potency means the concentration at half of the fitted maximal effect; on the % scale 0 is the no-effect control and ±100 the full control effect; nearly all actives have a fitted effect of over 55% in size
# Target sequence (P43220 whole entry, looked up): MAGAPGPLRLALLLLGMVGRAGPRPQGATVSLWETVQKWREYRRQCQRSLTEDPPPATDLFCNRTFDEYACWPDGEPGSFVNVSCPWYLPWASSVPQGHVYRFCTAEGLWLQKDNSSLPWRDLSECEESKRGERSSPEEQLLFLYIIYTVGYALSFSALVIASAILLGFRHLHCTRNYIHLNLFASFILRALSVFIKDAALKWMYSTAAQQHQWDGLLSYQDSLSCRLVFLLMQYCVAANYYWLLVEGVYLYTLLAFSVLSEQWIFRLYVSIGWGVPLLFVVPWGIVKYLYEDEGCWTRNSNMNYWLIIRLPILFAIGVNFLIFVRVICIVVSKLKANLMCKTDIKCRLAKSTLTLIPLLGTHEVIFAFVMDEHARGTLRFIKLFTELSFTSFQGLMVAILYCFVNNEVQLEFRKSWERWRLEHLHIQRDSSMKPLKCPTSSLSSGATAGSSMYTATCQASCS
#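 GLP-1R inverse agonism mode: basal reporter luminescence in engineered HEK293 cells measured after one day of compound exposure at 37 deg C, with a 12 min room-temperature detection step.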
# GLP1R cytotox = cytotoxicity counter-screen for GLP-1 receptor inverse agonists; Potency, µM (series often up to 38.3 µM), inactives show top-dose activity change, negative = inhibition, usual class: inhibitors; HEK293 cAMP-luciferase reporter cells, luminescence, 24 h; actives 0.13% (n = 410,000);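 further: loss of luciferase light is scored as toxicity; potency means the concentration at half of the fitted maximal effect; on the % scale 0 is the no-effect control and ±100 the full control effect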
#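 Compound-treated cells are incubated 24 hr at 37 deg C under 5% CO2 after a 12 hour attachment period, then luciferase detection reagent is added and luminescence is measured following 12 min at room temperature; lowered signal indicates toxicity.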
# aSyn rescue = alpha-synuclein toxicity inhibition in yeast | actives 0.14% (n = 370,000) | AID 652106 | Yeast expressing alpha-synuclein, growth rescue, BacTiter-Glo, 24 h | Potency, µM (titrated, usually from 46.1 µM), inactives show at the top dose growth rescue (activation), actives largely listed as activators; further: potency means the concentration at half of the fitted maximal effect; % of control where 0% means no effect; nearly all actives have a fitted effect of over 65% in size
#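 Readout is rescue of growth in alpha-synuclein-expressing yeast, so inhibitors of toxicity appear as activators. Growth after 24 hr at 30 deg C in galactose medium is quantified by luminescence.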
# DRD3 agonist = activates the human D3 dopamine receptor; P35462; D3R DiscoveRx beta-arrestin cells, luminescence, 90 min; max activation, %; actives 0.58% (n = 410,000); AID 652048; in the data active means max activation above about 30%; further: 0% is about no effect; mostly tested at two doses, the higher about 12 µM
#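 Agonist-mode cell screen: cells plated at 1500/well and incubated overnight at 37 °C, then exposed to library compounds for 90 min at 37 °C. Detection reagent was added for 30–60 min at room temperature, and luminescence was read.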
# TDP43 rescue = inhibitors of TDP-43 toxicity in yeast; AID 652104; actives 1.8% (n = 410,000); TDP-43 expressing yeast growth rescue, BacTiter-Glo, 24 h; Potency, µM (doses to about 46.1 µM), for the others: at the highest dose growth rescue (activation), hits mostly activators; further: potency means the concentration at half of the fitted maximal effect; % of control where 0% means no effect; nearly all actives have a fitted effect of over 50% in size
#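 Readout is BacTiter-Glo luminescence of cell growth, so inhibitors register as activators. TDP-43-expressing yeast at OD600=0.02 in galactose medium, after raffinose pregrowth to mid-log, were incubated with compound for 24 hr at 30 deg C.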
# PTHR1 agonist = agonists of human PTHR1 parathyroid hormone receptor. actives 0.075% (n = 410,000). Potency, µM (top dose mostly 115 µM), for inactives: at the highest dose activation, most hits filed as activators. HEK293 GP2 PTHR1 cells, GloSensor cAMP luminescence, 1 h; further: potency means the concentration at half of the fitted maximal effect; nearly all actives have a fitted effect of over 55% in size; some results filed as inactive show a strong effect at the top dose; inactives centre near -15; many of its hits are not listed in these tables
# Target sequence (Q03431 whole entry, looked up): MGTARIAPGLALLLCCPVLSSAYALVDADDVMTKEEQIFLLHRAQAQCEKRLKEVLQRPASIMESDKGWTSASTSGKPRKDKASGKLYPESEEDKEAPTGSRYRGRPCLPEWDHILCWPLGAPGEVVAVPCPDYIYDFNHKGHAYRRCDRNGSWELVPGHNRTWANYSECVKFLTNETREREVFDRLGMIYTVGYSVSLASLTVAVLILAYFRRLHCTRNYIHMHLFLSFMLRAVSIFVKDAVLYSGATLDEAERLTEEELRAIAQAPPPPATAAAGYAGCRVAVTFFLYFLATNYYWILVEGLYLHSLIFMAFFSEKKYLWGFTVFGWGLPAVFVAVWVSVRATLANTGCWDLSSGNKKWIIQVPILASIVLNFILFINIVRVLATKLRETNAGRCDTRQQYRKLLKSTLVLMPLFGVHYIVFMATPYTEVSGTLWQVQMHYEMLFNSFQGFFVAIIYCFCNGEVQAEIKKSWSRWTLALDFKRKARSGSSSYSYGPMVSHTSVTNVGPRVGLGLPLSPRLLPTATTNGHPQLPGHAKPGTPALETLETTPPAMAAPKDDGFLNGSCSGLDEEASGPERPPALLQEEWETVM
#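 HEK-293-derived GP2 cells expressing PTHR1 and a GloSensor cAMP reporter, 3,000/well, plated overnight, given luciferin plus IBMX (each 0.5 mM as added) for 1 h at 37 °C, then compound for 1 h at 37 °C. Luminescence was read after 15 min at room temperature.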
# GLP-1R agonist = GLP-1 receptor (human) agonism; HEK293 GLP-1R CRE-luciferase, luminescence, 4-6 h; cells express a hypersensitive GLP-1R form; Potency, µM (doses to about 45.6 µM), for inactives: at the highest dose activation, usual class: activators; actives 0.007% (n = 380,000); further: potency means the concentration at half of the fitted maximal effect; % of control where 0% means no effect
# * hit, by the source's call; i = inactive; u = inconclusive; x = no result given; [ ] = remark or other dose. Unless noted, the call rests on the fitted dose curve; in most records, active means well fitted curve in the direction sought with a large enough effect; inconclusive means small, poorly fitted or top-dose-only effect, or another doubt; inactive means no such curve, though single readings can be large; an effect the other way counts as inactive or inconclusive. A portion of the library; the hit share may differ from the screen's.
SMILES,KB-V1 cytotox,DRD3 antagonist,GLP1R inv ag,GLP1R cytotox,aSyn rescue,DRD3 agonist,TDP43 rescue,PTHR1 agonist,GLP-1R agonist
CCC(CC)NC(=O)C1CCN(c2ccc(S(=O)(=O)N3CCOCC3)cc2[N+](=O)[O-])CC1,19%,4,11%,-10%,3%,2,u,-4%,-5%
CCC1Nc2ncnc(N3CCCCC3)c2N(Cc2ccc(Br)cc2)C1=O (stereo not given),-2%,-53*,u,0%,u,-21,0%,i,1%
COc1cc2nc(CN3CCN(S(=O)(=O)c4ccc(Br)cc4)CC3)[nH]c(=O)c2cc1OC,-21%,25,-13%,-14%,2%,14,22%,-11%,6%
Cc1cc(OCC(=O)OCC(=O)N2CCCc3ccccc32)ccc1Cl,u,-17,8%,-13%,-5%,-2,-19%,12%,-3%
COc1cc(NS(=O)(=O)c2ccc(Br)s2)cc(OC)c1,16µM*,-8,-29%,5%,1%,-27,7%,-4%[57.5 µM],11%
CCc1ccc(NC2=NC(C(=O)NC3CCCCC3)CC(=O)N2)cc1 (stereo not given),29%,23,0%,3%,3%,2,14%,i,-4%
C[C@@H]1CCC[C@H](C)N1Cc1nc(Cc2ccccc2Cl)no1,0%,2,u,4%,-1%,9,-30%,i,11%
Cc1nn2c(=O)cc(COC(=O)CNC(=O)c3ccc(F)cc3)nc2s1,29%,x,8%,2%,x,-2,7%,-22%,x
COc1ccc(C(=O)NCCSCc2cccc(Cl)c2)cc1OC,-13%,-5,-24%,1%,7%,2,20µM*,16%,17%
CC1CCCC(C)N1C(=O)Cn1cc(/C=C2/C(=O)Nc3ccccc32)c2ccccc21 (stereo not given),0%,u,5.6µM*,u,-1%,-14,-5%,-14%[57.5 µM],0%
CC1CCCCN1C(=O)CSc1n[nH]c(-c2ccccc2)n1 (stereo not given),2%,x,-2%,-10%,x,4,18%,i,x
CNC(=O)c1ccc(NC(=O)CCNC(=O)Nc2ccccc2)cc1,2%,3,23%,-9%,1%,12,1%,-24%,1%

# Part of the list above, with two lines to a compound:
# Fields: KB-V1 cytotox	DRD3 antagonist	GLP1R inv ag	GLP1R cytotox	aSyn rescue	DRD3 agonist	TDP43 rescue	PTHR1 agonist	GLP-1R agonist
COc1cc2nc(CN3CCN(S(=O)(=O)c4ccc(Br)cc4)CC3)[nH]c(=O)c2cc1OC
    -21%	25	-13%	-14%	2%	14	22%	-11%	6%
Cc1cc(OCC(=O)OCC(=O)N2CCCc3ccccc32)ccc1Cl
    u	-17	8%	-13%	-5%	-2	-19%	12%	-3%
COc1cc(NS(=O)(=O)c2ccc(Br)s2)cc(OC)c1
    16µM*	-8	-29%	5%	1%	-27	7%	-4%[57.5 µM]	11%
CCc1ccc(NC2=NC(C(=O)NC3CCCCC3)CC(=O)N2)cc1 (stereo not given)
    29%	23	0%	3%	3%	2	14%	i	-4%

# Compound profiles, from the list above. Values in the order: KB-V1 cytotox	DRD3 antagonist	GLP1R inv ag	GLP1R cytotox	aSyn rescue	DRD3 agonist	TDP43 rescue	PTHR1 agonist	GLP-1R agonist
# Results for `Cc1nn2c(=O)cc(COC(=O)CNC(=O)c3ccc(F)cc3)nc2s1` : 29%	x	8%	2%	x	-2	7%	-22%	x
# Results for `CNC(=O)c1ccc(NC(=O)CCNC(=O)Nc2ccccc2)cc1` : 2%	3	23%	-9%	1%	12	1%	-24%	1%
# Results for `CC1CCCC(C)N1C(=O)Cn1cc(/C=C2/C(=O)Nc3ccccc32)c2ccccc21` (stereo not given) : 0%	u	5.6µM*	u	-1%	-14	-5%	-14%[57.5 µM]	0%
# Results for `CC1CCCCN1C(=O)CSc1n[nH]c(-c2ccccc2)n1` (stereo not given) : 2%	x	-2%	-10%	x	4	18%	i	x

# Carrying on.
SMILES,KB-V1 cytotox,DRD3 antagonist,GLP1R inv ag,GLP1R cytotox,aSyn rescue,DRD3 agonist,TDP43 rescue,PTHR1 agonist,GLP-1R agonist
O=C(CCCOC(=O)c1ccc(O)cc1)c1ccccc1,-6%,7,-19%,9%,-1%,-3,u,-36%[inhibitor],13%
CC1CC1C(=O)OCC(=O)Nc1ccc(S(=O)(=O)N2CCOCC2)cc1 (stereo not given),-17%,-6,8%,7%,-3%,3,17%,i,-16%
O=C1C2ON(c3ccc(Cl)cc3)C(c3ccco3)C2C(=O)N1c1ccccc1 (stereo not given),-14%,5,-13%,-1%,u,1,u,-40%,-1%
Cc1nc(C)c(-c2ccc(SCc3ccccc3F)nn2)s1,-26%,0,u,2%,5%,-2,u,-36%[inhibitor],u
COc1ccc(Cl)cc1-c1cc(C(=O)NCc2ccco2)[nH]n1,-2%,-11,-7%,-10%,13%,-20,u,-10%,6%
CCCCN(CCCC)S(=O)(=O)c1c(C)[nH]c(=O)[nH]c1=O,1%,3,15%,1%,-3%,5,22%,i,5%
CCOC(=O)CSc1nc2sccc2c(=O)[nH]1,8%,-20,7%,-8%,-9%,-3,5%,-15%[57.5 µM],-5%
CC1(C)CC2CC(C)(CN2C(=O)COC(=O)c2ccccc2C(F)(F)F)C1 (stereo not given),-5%,11,u,-7%,17%,-5,18%,i,19%
Cc1ccc(C(=O)CC(Nc2ccc(F)cc2)c2ccccc2)cc1 (stereo not given),-1%,u,-2%,3%,0%,-24,30%,-57%[inhibitor],9%
COc1ccc(-c2csc(C(O)c3ccccc3)n2)cc1 (stereo not given),2%,13,-29%,-5%,12%,4,u,-52%[inhibitor],17%
Cc1cccc(CCNC(=O)c2cc3c(=O)n(C)c4ccccc4c3n2C)c1,-5%,x,1%,-6%,x,3,2%,-7%,0%
Cc1cccc2cc(C3CC(c4cccs4)=NN3S(C)(=O)=O)c(Cl)nc12 (stereo not given),u,14,u,2%,-1%,2,u,-5%,12%
CCn1nnnc1SCC(=O)c1ccc(C)cc1C,0%,142,u,-5%,30%,-3,6%,-22%[57.5 µM],-4%
Cc1cc(C)c(S(=O)(=O)N2CCOC2CNC(=O)C(=O)NCCCn2ccnc2)c(C)c1 (stereo not given),19%,-3,-7%,9%,0%,8,7%,i,9%
COc1ccc(-c2nc(CSCC(=O)NC3CCCC3)c(C)o2)cc1OC,u,-2,28%,-10%,-1%,-1,-1%,-23%,11%
COc1ccccc1NC(=O)c1ccc(-n2cncn2)nc1,u,6,14%,-2%,2%,31*,4%,i,4%
C=CCC(Nc1ccco1)c1ccccc1 (stereo not given),-10%,-9,u,2%,-2%,-11,-9%,i,4%
CCN(C(=O)COC(=O)c1cccnc1)c1cccc2ccccc12,19%,-2,-19%,6%,13%,-1,u,-16%,-3%
CC1C(=O)N(Cc2cn(CCC3OCCCO3)nn2)CCS(=O)(=O)N1Cc1ccc(-c2ccc(Cl)c(Cl)c2)cc1 (stereo not given),u,0,u,-24%,3%,1,u,-77%[inhibitor],4%
O=C(Cc1cn(-c2ccccc2)nc1-c1ccccc1)N1CCCCC1,u,-4,u,8%,3%,4,13%,i,22%
CCCOC(=O)c1ccc(-c2c(C)noc2-c2ccc(OC)cc2O)o1,0%,6,u,-12%,-5%,-6,u,-37%,-1%
COc1ccc(-c2cccc(NS(=O)(=O)c3cccc([N+](=O)[O-])c3)c2)nn1,-1%,-19,42%[activator],15%,1%,-8,-14%,-27%,7%
CCOC(=O)N1CCN(C(=O)C(NS(=O)(=O)c2cccc3nsnc23)c2ccccc2)CC1 (stereo not given),-28%,-16,-18%,16%,-1%,-6,7%,-8%,4%
CCCCOC(=O)c1ccc(NC(=O)Nc2ccc(OC)c(OC)c2)cc1,17%,-14,u,-24%,2%,2,0%,i,0%

# Copied from the list.
# DRD3 agonist, CC1CCCC(C)N1C(=O)Cn1cc(/C=C2/C(=O)Nc3ccccc32)c2ccccc21 (stereo not given) reads -14
# GLP1R cytotox, Cc1cc(OCC(=O)OCC(=O)N2CCCc3ccccc32)ccc1Cl reads -13%

# (more compounds)
SMILES,KB-V1 cytotox,DRD3 antagonist,GLP1R inv ag,GLP1R cytotox,aSyn rescue,DRD3 agonist,TDP43 rescue,PTHR1 agonist,GLP-1R agonist
CCOCCCNS(=O)(=O)c1ccc(NC(=O)Cc2c(F)cccc2Cl)cc1,-9%,-11,u,0%,0%,-2,-9%,i,12%
O=C(COC(=O)c1cccc(O)c1)NC(=O)Cc1ccccc1,0%,6,0%,-9%,-2%,2,-2%,i,-3%
COc1cc(/C=C/C(=O)Nc2ccc(S(=O)(=O)Nc3onc(C)c3C)cc2)cc(OC)c1OC,0%,-8,11%,6%,0%,-2,7%,i,-2%
CC(=O)OC[C@@H]1CN(Cc2cccc(C(F)(F)F)c2)C[C@H](n2cnc3c(NCc4ccco4)ncnc32)O1,-6%,29,u,-19%,3%,12,11µM*,-50%,6%
O=C(Nc1cccs1)Nc1ccc(Br)cc1F,-28%,4,u,8%,-21%,0,14µM*,-30%,-1%
CCCCN(C)CCNC(=O)c1cn(C)c(=O)c2c1c1ccccc1n2C,9%,6,-3%,-7%,20%,2,-20%,i,7%
Cc1c(C(=O)NCc2ccccc2)c(-c2ccccc2)nn1-c1ccccc1,-11%,17,-14%,5%,-3%,4,-14%,i,-5%
O=C(c1nc(-c2ccccc2)n(-c2ccccc2)n1)N1CCN(S(=O)(=O)c2ccccc2)CC1,u,26,u,-24%,1%,1,11%,-2%[57.5 µM],5%

# Screens (PubChem)
